TDP1 cell CPT: qHTS for Inhibitors of human tyrosyl-DNA phosphodiesterase 1 (TDP1): qHTS in cells in presence of CPT; chicken DT40 Tdp1-/-;hTDP1 cells + 20 nM CPT, ATP luminescence, 48 h; Potency, µM (series often up to 46.2 µM), for inactives: at the highest dose activity change, negative = growth inhibition, most hits filed as inhibitors; 420,000 tested, 12% active; note: nearly all actives have a fitted effect of over 55% in size
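Chicken DT40 Tdp1-/- cells stably complemented with human TDP1 were seeded at 400 cells/well in medium containing 20 nM camptothecin, exposed to pin-transferred compounds, and grown at 37 °C for at least 48 hr. Viability was read as ATP luminescence.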
DT40 TDP1 no CPT: qHTS for Inhibitors of human tyrosyl-DNA phosphodiesterase 1 (TDP1): qHTS in cells in absence of CPT; DT40 Tdp1-/- hTDP1 cells, no CPT, ATP luminescence, 48 h; Potency, µM (highest dose often 46.2 µM), inactives show at the top dose activity change, negative = growth inhibition, most hits filed as inhibitors; 420,000 tested, 15% active; AID 686978, 2013; note: nearly all actives have a fitted effect of over 55% in size
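No-CPT arm: Tdp1-/-;hTDP1 DT40 cells (400/well) plus compounds, incubated ≥48 hr at 37 °C. Readout CellTiter-Glo luminescence.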
TDP1 block: qHTS Assay for Inhibitors of Tyrosyl-DNA Phosphodiesterase (TDP1). Tyrosyl-DNA phosphodiesterase 1 (Homo sapiens), Q9NUW8. recombinant TDP1, AlphaScreen DNA substrate cleavage. Potency, µM (top dose mostly 130 µM), inactives show top-dose activity change, negative = inhibition, hits mostly inhibitors. 350,000 tested, 0.28% active; note: nearly all actives have a fitted effect of over 40% in size
Target sequence (Q9NUW8 whole entry, looked up): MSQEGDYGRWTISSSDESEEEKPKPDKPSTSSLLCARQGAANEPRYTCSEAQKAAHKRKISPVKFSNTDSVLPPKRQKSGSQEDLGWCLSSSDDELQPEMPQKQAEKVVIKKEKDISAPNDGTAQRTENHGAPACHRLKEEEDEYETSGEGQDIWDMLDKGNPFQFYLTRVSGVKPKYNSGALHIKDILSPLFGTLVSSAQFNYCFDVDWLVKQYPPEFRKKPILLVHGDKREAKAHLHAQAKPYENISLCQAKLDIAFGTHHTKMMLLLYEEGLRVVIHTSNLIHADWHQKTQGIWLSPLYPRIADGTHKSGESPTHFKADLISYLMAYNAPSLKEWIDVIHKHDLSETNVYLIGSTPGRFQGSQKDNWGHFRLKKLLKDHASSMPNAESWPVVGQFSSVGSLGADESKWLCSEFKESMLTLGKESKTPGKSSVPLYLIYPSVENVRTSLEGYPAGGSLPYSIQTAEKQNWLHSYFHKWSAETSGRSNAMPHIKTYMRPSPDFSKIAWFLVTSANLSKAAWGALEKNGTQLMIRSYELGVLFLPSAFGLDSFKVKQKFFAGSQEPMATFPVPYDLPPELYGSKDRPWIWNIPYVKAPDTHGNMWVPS
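Recombinant human Tdp1 (E. coli-expressed, 1 nM final) preincubated with compounds 15 min at room temperature, then 5'-biotin/3'-phosphotyrosine-FITC DNA substrate (15 nM final) added for 5 min. AlphaScreen beads (10 ug/ml final) added 10 min; cleavage lowers signal.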
The depositor's hits bear a star; ? = inconclusive; nt = not tested or not shown; [ ] = dose if it differs, or a comment. Calls come from the whole dose curve; as a rule, active = well fitted curve in the direction sought with a large enough effect; inconclusive = small, poorly fitted or top-dose-only effect, or another doubt; inactive = no such curve, though single readings can be large; an effect the other way counts as inactive or inconclusive. % is set by controls: 0 for no effect and ±100 for the full control effect; potency is the fitted concentration of half-maximal effect.

Sample of the layout, six compounds:
molecule	TDP1 cell CPT	DT40 TDP1 no CPT	TDP1 block
CN1CCN(c2ccc(NC(=O)c3cc(S(N)(=O)=O)ccc3N3CCOCC3)cc2)CC1	10%	3%	-3%
CC1CCN(c2ccc3c(c2)S(=O)(=O)c2cccc(C(=O)NC4CC4)c2C3=O)CC1	?	?	0%
CCN(CC(=O)NC1CCS(=O)(=O)C1)Cc1nc2c(Br)cc(Br)cc2c(=O)[nH]1 (stereo not drawn)	20%	-1%	5%
Cc1cccc(NS(=O)(=O)c2cc3c(cc2C)n(C)c(=O)c(=O)n3C)c1	?	?	nt
CCOC(=O)C1(CC2CCCCO2)CCN(Cc2nc(-c3cccs3)oc2C)CC1 (stereo not drawn)	?	16µM*	5%
COc1ccc2ccc(O)c(CN(C)CC(=O)Nc3ccccc3C(F)(F)F)c2c1	21µM*	?	8%[0.0935 µM]

The listing, from the start:
molecule	TDP1 cell CPT	DT40 TDP1 no CPT	TDP1 block
CN1CCN(c2ccc(NC(=O)c3cc(S(N)(=O)=O)ccc3N3CCOCC3)cc2)CC1	10%	3%	-3%
CC1CCN(c2ccc3c(c2)S(=O)(=O)c2cccc(C(=O)NC4CC4)c2C3=O)CC1	?	?	0%
CCN(CC(=O)NC1CCS(=O)(=O)C1)Cc1nc2c(Br)cc(Br)cc2c(=O)[nH]1 (stereo not drawn)	20%	-1%	5%
Cc1cccc(NS(=O)(=O)c2cc3c(cc2C)n(C)c(=O)c(=O)n3C)c1	?	?	nt
CCOC(=O)C1(CC2CCCCO2)CCN(Cc2nc(-c3cccs3)oc2C)CC1 (stereo not drawn)	?	16µM*	5%
COc1ccc2ccc(O)c(CN(C)CC(=O)Nc3ccccc3C(F)(F)F)c2c1	21µM*	?	8%[0.0935 µM]
CCN(C(=O)CN1C(=O)/C(=C/c2ccc(F)cc2)SC1=S)C1CCS(=O)(=O)C1 (stereo not drawn)	?	?	6%
COc1ccc(CSc2nc3ccccc3c(=O)[nH]2)cc1F	?	?	-2%
CC(C)C[C@H](NC(=O)C1CCC(CNC(=O)[C@@H]2CCCN2C(=O)OC(C)(C)C)CC1)C(=O)O (stereo partly drawn)	30%	-8%	nt
O=C(O)C1CC=CCC1C(=O)c1ccccc1 (stereo not drawn)	-21%	-5%	-3%
CC(C)(C)c1cc(CP(=O)(c2ccccc2)c2ccccc2)cc(C(C)(C)C)c1O	?	?	nt
FC(F)Oc1cccc2cccnc12	-2%	-8%	2%
O=C(CSc1nnc(CCc2nc3ccccc3[nH]2)n1-c1ccccc1)NCc1ccco1	-25%	3%	2%
CC(=O)Cc1nsc(NC(=O)c2ccc(-c3ccc(Cl)cc3Cl)o2)n1	-9%	?	8%
COc1ccc(NC(=O)CN(C)C(=O)CC2CCCC2)cc1	-1%	-9%	1%
COc1cc(S(=O)(=O)NCc2ccc(F)cc2)ccc1-n1cnnn1	-19%	-10%	nt
COc1ccc(C(C)NC(=O)c2ccccc2)cc1 (stereo not drawn)	-7%	-9%	2%
C=CCN1C(=O)C2C(C(=O)NC3CCCC3)C3C=CC2(O3)C1C(=O)NC1CCCC1 (stereo not drawn)	-1%	17%	7%
COc1ccc(OC)c(NC(=O)COc2coc(CN3CCc4ccccc43)cc2=O)c1	?	16µM*	0%
CC(=O)Nc1cccc(C(=O)NN2C(=O)NC3(CCC(C)CC3)C2=O)c1 (stereo not drawn)	-3%	-16%	nt
CC(O)(c1ccccc1)c1nc(-c2ccc3c(c2)OCO3)cs1 (stereo not drawn)	-14%	-18%	nt
CCOCCCNC(=O)c1ccc(N2CCOCC2)c(NS(=O)(=O)c2ccc(OC)cc2)c1	-30%	-12%	-5%
NC(=O)c1c(NC(=O)c2ccc([N+](=O)[O-])o2)sc2c1CCCC2	?	?	10%[0.0935 µM]
Cc1ccc(NC(=O)N2CCC(CN3CCCCC3)CC2)c(Cl)c1	-1%	-24%	4%
Cc1ccc(Cl)cc1N1C(=O)CC(Sc2ncccn2)C1=O (stereo not drawn)	?	21µM*	2%
COc1cccc(CNC(=O)CSc2nc3ccccc3nc2Cc2ccc(C)cc2)c1OC	0%	-3%	3%
O=C(CSc1nc2ncccc2[nH]1)NC1CCCCC1	6%	-6%	10%
COc1ccc(-c2csc(Nc3cc(C)ccn3)n2)cc1C	?	?	nt
O=C(NNC(=O)c1ccc2c(=O)n3c(nc2c1)CCC3)c1cccc(Cl)c1	?	-29%	nt
Cc1c(C(=O)NCc2ccccn2)sc(=O)n1Cc1ccc(-c2ccccc2)cc1	?	-25%	nt
CCCN1CCN(CCCNC(=O)CCCn2nc(C)c3sc4ccccc4c3c2=O)CC1	5%	-9%	2%
COC(=O)c1ccc(Cn2cnc3c(cnn3-c3ccc(C)c(C)c3)c2=O)o1	0%	?	3%
CC1=C(Sc2nc3ccccc3[nH]2)C(=O)NC(C)(C)C1	-1%	1%	0%
O=C(Cc1cccs1)Nc1ccccc1-c1nc2ccccc2[nH]1	?	?	2%
Cc1ccc(Cc2c(C)nn(-c3nc(C)c(C(=O)N4CCCCC4C)s3)c2C)cc1 (stereo not drawn)	?	15µM*	6%
Cc1ccc(NC(=O)CCC(=O)OCC(=O)c2ccc(-c3ccccc3)cc2)cc1	5%	0%	9%
COCCNC(=O)C(c1ccc(OC)cc1)N(CCOC)C(=O)CCC(=O)Nc1nccs1 (stereo not drawn)	-14%	7%	-9%
Cc1cccc(N2CCN(C(=O)C(NS(=O)(=O)c3cccs3)c3ccccc3)CC2)c1C (stereo not drawn)	?	?	7%
COC(=O)N1[C@H](C)C=C[C@]1(Cc1ccccc1)C(=O)NCCCNc1ncc(C(F)(F)F)cc1Cl	?	?	10%
COc1cc(Br)cc2cc(C(=O)N3CCCCC3C)c(=O)oc12 (stereo not drawn)	-13%	?	7%
Nc1cccc(-c2nc3ccccc3[nH]2)c1	?	?	4%
COc1ccccc1N1CCN(C(=O)c2cccc(C(=O)N3CCN(c4ccccc4OC)CC3)c2)CC1	?	?	nt
O=C(Cn1cnc2c(oc3ccccc32)c1=O)Nc1ccc(F)cc1F	-16%	-15%	5%
COc1ccc2c(Sc3ccccc3)c(C(=O)NCCc3ccc(Cl)cc3)[nH]c2c1	?	?	9%
CCOC(=O)c1c(C)[nH]c(C(=O)COC(=O)c2cnccn2)c1C	20%	16%	3%
Cc1cccc(COc2ccccc2C(=O)N(C)CC(=O)Nc2cccc(F)c2)c1	?	?	1%
Cc1ccc(S(=O)(=O)CC(=O)c2ccc(C(C)(C)C)cc2)cc1	?	?	-3%
O=C(NC1CCCCC1)C(c1ccncc1)N(C(=O)c1csnn1)c1ccccc1F (stereo not drawn)	9%	-8%	1%
COc1ccc(F)cc1Cn1nc(C(=O)O)c2ccccc2c1=O	10%	-30%	2%
Cc1ccc(NC(=O)COc2ccccc2)c(NC(=O)c2ccco2)c1	-12%	4%	1%[56.1 µM]
CC(C)Oc1ccc(CNC(=O)c2ccc3c(c2)N(Cc2ccc(F)cc2)CCS3)cc1	10µM*	7.3µM*	3%
COc1ccc(C(=O)N2CCCC(Nc3ccc(F)cc3)C2)cc1F (stereo not drawn)	-14%	-9%	1%[56.1 µM]
COc1ccccc1NC(=S)NCCc1c[nH]c2ccccc12	15µM*	18µM*	4%
CCCNC(=O)C(=O)N/N=C/c1ccc(OCc2ccccc2)cc1	-21%	18%	2%
CC1CCN(C(=O)CSc2nc3ccccc3nc2Cc2ccccc2)CC1	15µM*	10µM*	-11%
O=C(Nc1ccc(Cc2ccncc2)cc1)c1cccc([N+](=O)[O-])c1	?	?	2%
C(=C\c1ccc2ccccc2n1)/c1cccnc1	22µM*	16µM*	nt
CCN(CC)S(=O)(=O)c1ccc(N2CCOCC2)c(NS(=O)(=O)c2ccc(Cl)s2)c1	-21%	-20%	nt
CN(CC1CCCN(CCc2ccccc2F)C1)C(=O)c1ccoc1 (stereo not drawn)	-1%	4%	3%
CC(C)(C)c1ccc(OCc2nnc(-c3ccccc3)o2)cc1	-26%	-26%	4%

Later entries:
| structure | TDP1 cell CPT | DT40 TDP1 no CPT | TDP1 block |
| --- | --- | --- | --- |
| CCOC(=O)Cc1csc(NC(=O)COc2ccc(C)c(C)c2)n1 | -14% | -21% | 6% |
| CCN(C(=O)/C=C/c1ccccc1)C1CCCCC1 | -1% | ? | nt |
| O=C(Cn1nc(-c2cccc(Cl)c2)ccc1=O)Nc1cccnc1 | -5% | -20% | 10% |
| Cc1ccc2c(CSc3nncn3C)cc(=O)oc2c1C | 5% | 15% | -3% |
| CCOC(=O)N1c2ccccc2Sc2ccccc21 | -11% | ? | 5% |
| COc1ccc(OC)c(CNC(=O)Cn2nc(C)c3nn(-c4ccc(Cl)cc4)c(C)c3c2=O)c1 | 23µM* | 18µM* | 3% |
| CCOc1ccc(NS(=O)(=O)c2ccc(NC(=O)c3cccnc3)c(OC)c2)cc1 | -10% | -20% | 3% |
| COC(=O)c1sc(S(=O)(=O)NC(C)C(=O)O)c(C(=O)OC)c1C (stereo not drawn) | 1% | -9% | 8% |
| COC(=O)c1ccc(-c2n[nH]c(=O)c3ccccc23)cc1 | -23% | -17% | 1%[56.1 µM] |
| O=C(Nc1nnc(Cc2ccc(Cl)cc2)s1)c1cccs1 | -1% | -11% | 0% |
| Cc1cccc(C)c1OCC(=O)OCC(=O)Nc1ccc(Cl)cn1 | 7% | 4% | -3% |
| O=C(CN(c1ccc2c(c1)OCCO2)S(=O)(=O)c1ccccc1)NCC1CCCO1 (stereo not drawn) | -18% | 2% | 5% |
| CC/C(=N\NC(=O)COc1ccc(Br)cc1)c1ccc(OC)c(OC)c1 | ? | ? | 5% |
| C[C@H]1CN([C@@H](C)CO)C(=O)c2cc(Br)cnc2O[C@H]1CN(C)C(=O)c1cccnc1 | -8% | -19% | nt |
| NS(=O)(=O)c1ccc(CCNC(=O)COC(=O)c2nc(Cl)ccc2Cl)cc1 | 22% | 16% | -3%[56.1 µM] |
| CCC1CC(=O)CCN1S(=O)(=O)c1ccc(C)cc1 (stereo not drawn) | 6% | 8% | nt |
| CCN1CCN(CCC(=O)Nc2ccc(Br)c(C)c2)CC1 | 3% | 21% | 5% |
| Cc1ccccc1CN1[C@@H](CC2CCCCC2)COCCS1(=O)=O | ? | 13µM* | nt |
| Cc1c(O)ccc(/C=N/Nc2nc(-c3cccnc3)nc3ccccc23)c1O | 5.2µM* | 3.7µM* | 3% |
| CC(=NNC(=O)c1cc(C)nc2ccccc12)c1ccc(N2CCOCC2)cc1 | ? | ? | -1% |
| Brc1cc(Br)c2nc(-c3ccc(N4CCOCC4)cc3)ccc2c1 | ? | ? | -7% |
| O=c1c2ccccc2c(C=NCCc2ccccc2)c(O)n1Cc1ccccc1 | ? | ? | 2% |
| CCN(CC)c1ccc(/C=C/c2cc(-c3ccccc3)c3ccccc3n2)cc1 | -51% | 26µM* | nt |
| O=C(CCn1c(=O)[nH]c2ccsc2c1=O)N1CCc2ccccc2C1 | -9% | -21% | 8% |
| N=C(N)SCc1cccc2ccccc12 | 18µM* | 21µM* | 4% |
| CCN1CCN(C(c2ccccc2OC)c2nnnn2C2CCCCC2)CC1 (stereo not drawn) | 4% | -22% | 7% |
| COc1ccc(C(=O)Nc2ccccc2C(=O)Nc2ccccc2)cc1 | -24% | -23% | nt |
| Cc1sc2nc(CSC(C)C(=O)Nc3cc(S(C)(=O)=O)ccc3Cl)[nH]c(=O)c2c1C (stereo not drawn) | -3% | -11% | -16% |
| O=C(NCC(c1ccco1)N1CCN(c2ccccc2)CC1)OCc1ccccc1 (stereo not drawn) | 1% | ? | -3% |
| Cn1c(=O)c2sccc2n2c(CCCC(=O)Nc3ccc(Oc4ccc(Cl)cc4)cc3)nnc12 | ? | 18µM* | 0% |
| Cc1ccc(Cl)cc1N1CCN(C(=O)C2CCN(S(=O)(=O)Cc3ccccc3)CC2)CC1 | 4.1µM* | 13µM* | 11% |
| C/C=C/c1cc(CN2CCN(c3ccccc3)CC2)c(O)c(OC)c1 | -17% | 12% | 5% |

Source: PubChem
